# Assay outcomes as filed in PubChem.
# aDG glyco up: increases alpha dystroglycan glycosylation; Pro5-aDG cells, alpha-DG glycosylation AlphaScreen (IIH6); 0% Pro5, 100% B10-LARGE cell signal; activation, % at 10 µM; 0.22% of 360,000 active; AID 624168;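 active = activation of at least 8% versus controls, or a plate z-score of at least 8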;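 also: Pro5 are CHO cells carrying HIG-tagged alpha-DG that lacks glycosylation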
# MITF TRPM1 inh: MITF TRPM1 promoter inhibition in SK-MEL-5 cells; SK-MEL-5 TRPM1 promoter luciferase, 24 h; inhibition, % at 12.5 µM; 0.83% of 330,000 active;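 active = mean inhibition across replicates of 60% or more, whatever share of single replicates reaches that level; inconclusive = some that reach 60%, reason not given; inactive = mean inhibition across replicates below 60%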; also: values of inactives mirror those of a sister screen read the other way
# CaV13 FRET inh: Primary screen for inhibitors of IQ motif and Ca2+-dependent inactivation inhibitor domain binding in CACNA1D, Förster resonance energy transfer in living cells, …; HEK cells, CFP/YFP FRET ICDI-IQ, plate reader, 10 min; percent FRET-ratio fall versus neutral wells; inhibition, % at 12.3 µM; 0.098% of 340,000 active;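 active = mean replicate inhibition of at least 30% and at least 1% of replicates passing that level; inconclusive = only one of the two criteria is met; inactive = neither criterion is met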;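 also: 0% = median of the neutral control wells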
# PDI turbidity: blocks human protein disulfide isomerase activity; P07237; PDI insulin aggregation turbidity, A650, 90 min; inhibition, % at 10 µM; 0.052% of 350,000 active; AID 588391;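 active = mean inhibition across replicates of 30% or more, whatever share of single replicates reach that level; inconclusive = mean inhibition below 30% while every single replicate reaches 30%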;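 also: absorbance from insulin aggregation driven by PDI reduction with DTT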
# Target sequence (P07237 whole entry, looked up): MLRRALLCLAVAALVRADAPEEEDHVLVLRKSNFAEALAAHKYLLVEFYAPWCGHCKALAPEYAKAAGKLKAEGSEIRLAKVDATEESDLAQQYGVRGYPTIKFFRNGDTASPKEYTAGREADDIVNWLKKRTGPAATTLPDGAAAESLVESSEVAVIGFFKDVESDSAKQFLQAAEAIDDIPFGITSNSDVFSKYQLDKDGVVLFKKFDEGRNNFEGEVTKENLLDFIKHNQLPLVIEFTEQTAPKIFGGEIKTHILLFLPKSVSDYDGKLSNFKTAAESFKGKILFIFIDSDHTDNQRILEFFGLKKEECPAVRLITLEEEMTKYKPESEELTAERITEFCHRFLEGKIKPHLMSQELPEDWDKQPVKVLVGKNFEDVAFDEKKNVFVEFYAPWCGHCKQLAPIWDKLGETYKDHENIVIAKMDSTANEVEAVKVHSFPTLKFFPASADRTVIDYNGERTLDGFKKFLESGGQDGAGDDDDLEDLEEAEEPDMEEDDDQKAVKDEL
# HIF-2a inh: inhibitors of HIF-2a. 786-0 RCC cells HIF-2a reporter, luciferase luminescence, overnight. inhibition, % at 18.8 µM. 0.72% of 360,000 active. AID 624352;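 active = inhibition of the luminescence signal of 40% or more relative to plate controls, in a single-dose primary screen at 18.75 µM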
# hiPSC survival: increases survival of single human iPS cells; hiPSC single-cell survival, ATPlite luminescence; 100% = ROCK inhibitor wells, 0% = DMSO; survival enhancement, % at 20 µM; 0.044% of 360,000 active; AID 602274; in the data active = survival enhancement above about 18%;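 also: cells exposed to compounds for 16 hours before the ATP read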
# NR2E3 ag-1: human photoreceptor-specific nuclear receptor agonism | Q9Y5X4 | CHO-S Gal4-NCOR/VP16-NR2E3 two-hybrid, luciferase | inhibition of corepressor binding, % at 3.98 µM | 0.35% of 360,000 active | AID 602229;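 active = inhibition above the mean of all tested compounds plus 3 SD, cut at about 70% in these data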;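 also: 0% = DMSO with NR2E3 transfected cells and 100% = cells lacking NR2E3 construct; higher means lower luciferase signal from less NR2E3 corepressor binding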
# Target sequence (Q9Y5X4 whole entry, looked up, the tested form may be a part): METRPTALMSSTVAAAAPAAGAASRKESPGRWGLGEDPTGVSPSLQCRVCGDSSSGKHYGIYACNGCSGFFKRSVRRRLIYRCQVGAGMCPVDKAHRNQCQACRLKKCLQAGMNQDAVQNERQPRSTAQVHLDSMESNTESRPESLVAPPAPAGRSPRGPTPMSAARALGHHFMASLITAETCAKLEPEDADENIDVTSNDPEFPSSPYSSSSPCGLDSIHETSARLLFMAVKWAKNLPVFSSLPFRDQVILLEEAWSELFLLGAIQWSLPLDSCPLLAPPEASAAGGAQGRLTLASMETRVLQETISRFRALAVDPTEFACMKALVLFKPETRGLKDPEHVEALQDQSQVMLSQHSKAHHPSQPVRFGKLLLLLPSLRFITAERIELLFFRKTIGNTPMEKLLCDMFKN
# Peg3 prom inh: Peg3 promoter activity inhibition | AID 588405 | 1.7% of 360,000 active | HeLa PEG-Prom luciferase reporter, luminescence, overnight | inhibition, % at 20 µM;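 active = inhibition of at least 50% at 20 µM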
# NR2E3 ag-2: agonists of human nuclear receptor NR2E3 | inhibition of corepressor binding, % at 4.78 µM | AID 2300 | 0.12% of 320,000 active | Q9Y5X4 | GST-NR2E3/biotin-RetCOR TR-FRET, 1536-well;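 active = percent inhibition above the cutoff of mean plus 3 SD of all tested compounds, set per screening campaign, cut at about 20% in these data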;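 also: 0% = DMSO wells and 100% = biotin wells as full block of FRET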
#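 Test system: GST-NR2E3 and biotin-RetCOR proteins | Quantity: 1.35 nM GST-tagged NR2E3 final | Medium: Tris pH 7.5 | Also added: 7 nM biotin-RetCOR | Dosing: Compound at 4.8 µM, single dose | Timing: 5 h at 4 °C | Detection: Time-resolved FRET | Read-out basis: Percent inhibition | Benchmarks: Biotin wells as high control, 0.6% DMSO wells as low control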
# Vif imaging: blocks HIV Vif function | HEK293T cells, Vif self-association by quenched fluorescence, imaging, 24 h | inhibition, % at 7.49 µM | 0.35% of 340,000 active | AID 602346; in the data active = inhibition above about 50%, passing the limit was not always enough; inconclusive = no clear call, values can overlap the other calls; inactive = below about 31%; also: some results filed as inactive read as strong as hits
# Granule exo inh: lytic granule exocytosis inhibition; AID 651702; 0.66% of 360,000 active; inhibition, % at 10 µM; TALL-104 LAMP-1 surface exposure, flow cytometry; cells stimulated with thapsigargin and PMA;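 active = inhibition above about 55%, limit read from the data; inconclusive = no clear call, values can overlap the other calls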
# Numbers without * were called inactive; i = inactive; ? = inconclusive; . = not tested or not shown. Random draw from the library. Share with any hit: about 3.5%.
# The first seven records (preview)
nr	SMILES	aDG glyco up	MITF TRPM1 inh	CaV13 FRET inh	PDI turbidity	HIF-2a inh	hiPSC survival	NR2E3 ag-1	Peg3 prom inh	NR2E3 ag-2	Vif imaging	Granule exo inh
1	CCOc1ccc(NC(=S)N(CCN2CCOCC2)Cc2cc3cc4c(cc3[nH]c2=O)OCCO4)cc1	-0.1	14	-1	12	0	-0.2	-31	-2	1	3	-2
2	Cc1cccc(NC(=O)C2CCN(S(=O)(=O)c3cccc4cccnc34)CC2)c1	0.0	11	-1	-2	2	3.2	-7	18	2	-14	6
3	COc1ccc(-c2noc(CN(C(=O)c3ccc(OC(C)=O)cc3)C(C)C)n2)cc1OC	-0.1	-2	.	6	11	4.1	-26	-1	4	11	0
4	Nc1nc(Nc2ccccc2)n[nH]1	0.1	-2	-21	5	8	-0.5	6	6	0	7	-18
5	CCOc1ccccc1CN1CCNC(=O)C1CC(=O)N(C)CCc1ccccn1 (configuration not stated)	-0.3	-4	-3	11	-5	-0.1	-3	-6	0	4	-2
6	Cc1ccc(CN2CCN(Cc3cn[nH]c3-c3cccc(F)c3)CC2CCO)o1 (configuration not stated)	-0.1	-7	-7	-3	10	-0.2	-30	12	-1	-9	6
7	CCN(CC(=O)Nc1ccc(NC(C)=O)cc1)C(=O)Cc1ccc(Cl)c(Cl)c1	0.3	-3	-4	-6	18	0.1	-22	4	.	-4	0

# The whole of this part, previewed entries included:
nr	SMILES	aDG glyco up	MITF TRPM1 inh	CaV13 FRET inh	PDI turbidity	HIF-2a inh	hiPSC survival	NR2E3 ag-1	Peg3 prom inh	NR2E3 ag-2	Vif imaging	Granule exo inh
1	CCOc1ccc(NC(=S)N(CCN2CCOCC2)Cc2cc3cc4c(cc3[nH]c2=O)OCCO4)cc1	-0.1	14	-1	12	0	-0.2	-31	-2	1	3	-2
2	Cc1cccc(NC(=O)C2CCN(S(=O)(=O)c3cccc4cccnc34)CC2)c1	0.0	11	-1	-2	2	3.2	-7	18	2	-14	6
3	COc1ccc(-c2noc(CN(C(=O)c3ccc(OC(C)=O)cc3)C(C)C)n2)cc1OC	-0.1	-2	.	6	11	4.1	-26	-1	4	11	0
4	Nc1nc(Nc2ccccc2)n[nH]1	0.1	-2	-21	5	8	-0.5	6	6	0	7	-18
5	CCOc1ccccc1CN1CCNC(=O)C1CC(=O)N(C)CCc1ccccn1 (configuration not stated)	-0.3	-4	-3	11	-5	-0.1	-3	-6	0	4	-2
6	Cc1ccc(CN2CCN(Cc3cn[nH]c3-c3cccc(F)c3)CC2CCO)o1 (configuration not stated)	-0.1	-7	-7	-3	10	-0.2	-30	12	-1	-9	6
7	CCN(CC(=O)Nc1ccc(NC(C)=O)cc1)C(=O)Cc1ccc(Cl)c(Cl)c1	0.3	-3	-4	-6	18	0.1	-22	4	.	-4	0
8	CCCN(CC1COc2ccccc2O1)C(=S)Nc1ccc(C)cc1 (configuration not stated)	0.7	-9	-5	9	-15	4.9	-30	-30	-1	?	18
9	CCc1ccc(Nc2nc(C)cc(C)c2C(N)=O)cc1	0.3	9	-20	-10	-10	0.3	-14	5	2	-3	-14
10	CC(=O)OCC(=O)[C@H]1CC[C@H]2[C@@H]3CCC4=CC(=O)CC[C@]4(C)[C@H]3CC[C@]12C	-0.2	7	-4	5	-8	0.8	-8	15	-2	9	-7
11	CC(NC(=O)COC(=O)C1CCC1)c1ccccc1 (configuration not stated)	-0.1	-2	-6	13	6	0.1	-6	-3	1	16	-4
12	O=C(Nc1ccccc1C(F)(F)F)c1cc(S(=O)(=O)N2CCOCC2)ccc1F	-0.1	-10	-9	-2	-9	0.3	-14	11	3	1	2
13	CC(C)(C)c1ccc(-c2nnc3sc(-c4ccncc4)nn23)cc1	0.2	-26	-4	0	-6	-1.0	-12	-13	3	.	-6
14	CN1OC[C@@H]2CN(C(=O)NC3CCCCC3)[C@H](c3ccc(N4CCCCC4)cc3)C[C@@H]21	-0.2	.	-13	.	-20	0.2	3	-1	.	-15	-4
15	CC(C)N=C(NC#N)SCc1ccccc1F	0.0	-1	-8	-1	-4	-1.6	-40	0	-4	1	-3
16	O=C(CCNC(=O)Cn1ccc2ccccc2c1=O)NCCC1=CCCCC1	-0.1	-1	-6	-6	4	-0.3	4	3	2	-5	-2
17	Cc1ccc(C(=O)CSc2nnc(C(C)C)n2C)cc1C	0.2	-26	-5	1	-107	0.5	7	-86	3	15	0
18	CC1CNC(=S)N(c2ccc(F)cc2)C1=O (configuration not stated)	0.5	-9	-5	-3	5	1.2	-18	-3	.	-4	-5
19	Cc1nc2c(C)cccn2c1/C(O)=C1\C(=O)C(=O)N(CCN2CCOCC2)C1c1cccs1 (configuration not stated)	0.1	-7	-5	2	6	2.3	-10	13	2	2	-1
20	N#C/C(=C\c1ccc(-c2ccccc2)o1)C(=O)Nn1cnnc1	-0.1	13	.	-3	8	0.2	-3	-4	0	2	-3
21	COc1ccc(NC(=O)C(NC(C)=O)C(=O)NCc2ccc(F)cc2)cc1 (configuration not stated)	0.1	8	-3	2	23	5.0	13	10	-1	12	-2
22	CCc1ccc(NC(=S)N2CCN(c3cccc(C(F)(F)F)c3)CC2)cc1	0.3	4	-4	2	4	2.7	6	12	3	-9	-1
23	COc1ccccc1CNC(=O)CS(=O)(=O)c1ccccc1	0.3	-3	-5	-9	12	0.8	7	-11	1	.	19
24	O=C(c1cc(-c2cccc(O)c2)on1)N1CCCCC1	0.0	-56	5	.	-241	-0.9	-107	-239	1	.	-2
25	COc1cc(-c2cc(NC=O)c3ncc(-c4ccc(C(C)=O)cc4)n3c2)ccc1O	-0.1	.	-10	8	-20	-3.6	31	41	.	.	4
26	O=C(NCc1ccc2c(c1)OCO2)c1c(Cl)cccc1Cl	0.0	5	-21	-4	10	0.9	-2	6	1	6	-8
27	O=C(c1ccccc1)C1C(c2ccccc2)C1[N+](=O)[O-] (configuration not stated)	-0.1	-14	-4	3	3	-0.3	-1	-14	2	10	0
28	COc1cc2c3c([nH]c2cc1F)C(=O)NCC3	-0.1	-7	-5	-5	10	1.0	13	10	3	i	1
29	COc1ccc(C2=NN(CC(=O)Nc3cc(C)ccc3C)C(=O)CC2)cc1	0.8	3	-3	-1	0	0.8	-26	-2	1	1	-3
30	CC(=O)CSc1nc(C(F)(F)F)cc(=O)n1-c1ccccc1	0.0	-3	-4	1	6	1.3	0	-10	-4	-5	4
31	C#CCNC(=O)C1=C[C@@H](c2ccc3c(c2)OCO3)[C@H](CCCO)[C@@H](OCC)O1	-0.2	-8	-11	3	8	0.5	1	-4	6	-9	-16
32	Cc1[nH]c2ccc(C(=O)NCc3ccccn3)cc2c1C	-0.4	-22	-2	-12	-44	0.9	-7	-95	4	-5	-7
33	CCc1cccc(CC)c1NC(=O)COC(=O)C1(C)CC1(Cl)Cl (configuration not stated)	0.1	6	1	1	9	1.8	14	-7	0	7	-1
34	Cc1ccc(-c2nn(-c3ccccc3)cc2CN(Cc2ccccc2)C(=O)c2ccco2)o1	-0.4	5	-4	3	26	2.8	7	65*	-3	6	108*
35	C/C=C/c1ccc(OCCNCc2ccccc2)c(OC)c1	0.1	0	-20	0	5	-0.4	11	-21	-5	70*	19
36	CC1CCCCC1NS(=O)(=O)c1ccc2c(c1)CCC(=O)N2 (configuration not stated)	0.1	0	-6	1	3	-0.6	15	-8	2	-1	-3
37	COc1ccc(C(C#N)N2CCC(c3ccccc3)=N2)cc1 (configuration not stated)	-0.1	-9	-3	-2	-99	0.0	-3	-34	0	-7	15
38	COc1cc(-c2nnc3sc(Cc4ccccc4)nn23)cc(OC)c1OC	0.0	-14	-4	0	-12	4.1	21	4	4	-3	10
39	Cc1cccc(C)c1NC(=O)COC(=O)C1CC1	0.4	4	-3	5	12	-1.4	-9	-10	-3	27	11
40	O=C(NNC1=NS(=O)(=O)c2ccccc21)c1ccccc1	0.0	1	-4	0	-12	-0.4	9	9	3	-3	-2
41	CCOC(=O)c1ccc(NC(=O)Cn2c(=O)oc3ccccc32)cc1	0.1	-11	-6	3	7	0.6	2	13	-5	-3	-4
42	O=C(COc1coc(CN2CCN(Cc3ccccc3)CC2)cc1=O)Nc1ccccc1	5.1	11	-7	9	-11	-0.4	23	-2	2	-2	-2
43	O=C(CSc1nc2ccccc2s1)NNC(=S)Nc1ccc(Cl)cc1	-0.1	0	-3	-3	21	-1.3	-8	2	-1	2	-2
44	COc1cc(OC)cc(C(=O)NC(C(=O)NCCc2ccccn2)C(C)C)c1 (configuration not stated)	0.3	2	-5	16	13	-0.4	3	1	.	0	-2
45	OC1CCC(Nc2ncnc3sccc23)CC1 (configuration not stated)	0.0	3	-4	5	13	-0.4	-17	-6	1	-4	10
46	O=C(O)CC/C(=N/NC(=O)CNC(=O)c1ccc2c(c1)OCCO2)c1ccccc1	0.0	7	-4	-4	9	0.0	-17	10	-1	0	-6
47	CNc1oc(C)nc1S(=O)(=O)c1ccccc1	0.0	8	.	6	15	6.2	-2	1	1	.	-2
48	COc1ccc(N2C(=O)CC(NCc3cccs3)C2=O)cc1 (configuration not stated)	0.1	9	-6	1	9	0.9	-5	-3	-3	.	-1
49	NC(=O)CSc1nnc(NC(=O)C23CC4CC(CC(C4)C2)C3)s1	0.1	-41	.	2	-86	0.5	-22	-70	-1	-6	-2
50	COc1ccccc1NS(=O)(=O)c1ccc2c(c1)NC(=O)C(C)S2 (configuration not stated)	0.2	4	0	-8	3	-0.7	14	6	-1	-3	-3
51	O=C(NC(=S)Nc1ccccc1N1CCCCC1)c1ccc(F)cc1	0.0	12	-3	0	-1	-0.4	-9	36	3	.	22
